SKKanGAS inh – SKKanGAS growth inhibition; S. pyogenes SKKanGAS, kanamycin growth, BacTiter-Glo, 6 h; inhibition, % at 7.5 µM; 1.3% of 300,000 active; AID 1662;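 active means mean replicate score, as percent of positive control median, at least 50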;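 further: strain carries kanamycin resistance gene driven by streptokinase promoter and grows in 40 µg/ml kanamycin; loss of luminescence reflects streptokinase promoter inhibition or plain growth inhibition; 0% = median of DMSO wells and 100% = positive control at its reference dose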
IEC-6 cytotox – kills IEC-6 intestinal cells in KLF5 counter-screen | IEC-6 cytotoxicity, luminescence viability | inhibition, % at 5 µM | 0.78% of 290,000 active; in the data active means inhibition above about 22%;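 further: 0% = plate median of test compound wells and 100% = cytotoxic reference compound wells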
HSF1 inh – HSF1 inhibition; NIH3T3-HGL HSE-luciferase, MG132-induced, luminescence 8 h; hits give low values; activity change, negative = inhibition, % at 7.5 µM (by protocol); 0.77% of 300,000 active;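 active means more than half of replicate wells show activity change below -50%, luminescence cut by over half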;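 further: luciferase reports HSF-1 transcriptional activity via heat shock element; 0% = median of DMSO wells and -100% = zero luminescence signal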
AI-2 QS modul – Vibrio harveyi AI-2 quorum sensing modulation; AID 2094; 0.4% of 300,000 active; activity change, % at 7.5 µM; Vibrio harveyi JMH597 AI-2 luminescence/OD600 ratio, 9 h; hits give low values; strain lacks LuxN and CqsS sensors; 0 = neutral-control median; in the data active means activity change below about -75%, passing the limit was not always enough;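 further: luminescence divided by OD600 gain over 9 h not by final OD600 alone; inactives centre near 13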
Platelet DG rel – modulates dense granule release in human platelets. human platelet-rich plasma, SFLLRN dense granule ATP release, luminescence. inhibition, %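 (compounds screened at 7.5 µM in platelet-rich plasma)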. 0.22% of 300,000 active;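 active means mean replicate score, as percent of positive control, at or above 50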
HSP90 inh – HSP90 refolding inhibition in rabbit reticulocyte lysate; luciferase refolding luminescence, 3 h; inhibition, % at 5.6 µM; 0.91% of 290,000 active; AID 1789;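 active means inhibition above the screen-wide mean plus 3 SD, computed separately per campaign, cut at about 16% in these data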;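 further: 0% = DMSO wells and 100% = 60 µM geldanamycin wells; inhibitors lower the luminescence because luciferase stays unfolded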
aSyn UTR inh – 5' untranslated region of α-synuclein, MLPCN primary screen. alpha-synuclein 5'UTR reporter, inhibitor activity. inhibition, % (tested at 7.5 µM). 0.82% of 300,000 active. AID 1813; in the data active means inhibition above about 60%;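 further: H4 neuroglioblastoma cells stably carrying SNCA 5'UTR luciferase fusion; 0% = DMSO wells and 100% = positive control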
KLF5 inh – kruppel-like factor 5 inhibition; DLD-1 KLF5 promoter-luciferase reporter, luminescence; inhibition, % at 5 µM; 0.23% of 290,000 active; AID 1700;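 active means inhibition above a per-plate limit of that plate's mean compound inhibition plus 3 SD, cut at about 60% in these data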;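 further: 0% = DMSO wells and 100% = LY294002 at 200 µM; higher means less KLF5 promoter-driven luciferase light; inactives centre near -14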
HIF activator – HIF pathway transcriptional activation. U2OS HRE-luciferase reporter, luminescence; normalized: DMSO 0%, desferrioxamine 100%. activation, % at 7.5 µM (by protocol). 0.32% of 300,000 active. AID 1910;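 active means mean activation of at least 10% of the iron chelator positive control signal, with at least half of replicates also reaching 10%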
HSF-1 act – increases HSF-1 driven luciferase reporter signal; NIH3T3-HGL HSF-1 luciferase reporter, MG132, 8 h; 100% = twice DMSO control signal; activation, % at 9 µM; 1.7% of 300,000 active; AID 504408;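 active means mean replicate activation of at least 50% with a set share of replicates each reaching 50%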;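 further: 0% = median of the neutral control wells and 100% = twice that signal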
The depositor's hits bear a star.

For O=C1CC(=O)N(Cc2ccco2)C(=S)N1 the results were SKKanGAS inh 11.0, IEC-6 cytotox -3.5, HSF1 inh -6.1, AI-2 QS modul 38.6, Platelet DG rel -1.5, HSP90 inh 1.7, aSyn UTR inh -11.5, KLF5 inh -9.3, HIF activator -0.2 and HSF-1 act 8.5.
For CC1CCN(C(=O)c2ccc3c(Cl)c4c(nc3c2)CCCC4)CC1 the results were SKKanGAS inh -5.3, IEC-6 cytotox 3.8, HSF1 inh 193.9, AI-2 QS modul 30.8, Platelet DG rel 2.0, HSP90 inh 2.7, aSyn UTR inh -70.5, KLF5 inh -39.4, HIF activator 0.6 and HSF-1 act 302.3*.
Screening COc1cccc(NC(=O)NCc2c(-c3ccccc3)noc2C)c1 returned SKKanGAS inh -4.2, IEC-6 cytotox -0.3, HSF1 inh 5.2, AI-2 QS modul -5.1, Platelet DG rel 3.3, HSP90 inh -1.9, aSyn UTR inh 6.5, KLF5 inh -28.8, HIF activator -0.3 and HSF-1 act 4.2.
Screening COc1ccc(Cl)c(Cn2c(NCc3ccccn3)nc3c2c(=O)n(C)c(=O)n3C)c1 returned SKKanGAS inh 1.0, IEC-6 cytotox 0.7, HSF1 inh 9.2, AI-2 QS modul 21.7, Platelet DG rel -2.2, HSP90 inh -1.8, aSyn UTR inh 17.8, KLF5 inh -23.5, HIF activator 0.6 and HSF-1 act 25.3.
Screening O=C(Nc1cccnc1Cl)c1ccc(Cl)c([N+](=O)[O-])c1 returned SKKanGAS inh -3.0, IEC-6 cytotox -0.1, HSF1 inh -0.9, AI-2 QS modul 14.8, Platelet DG rel 35.2, HSP90 inh 0.9, aSyn UTR inh 7.3, KLF5 inh -1.8, HIF activator 0.0 and HSF-1 act -4.4.
`O=c1nc2sc3ccccc3n2c(=O)n1-c1cccc(Cl)c1` gave SKKanGAS inh 0.2, IEC-6 cytotox 7.3, HSF1 inh 15.8, AI-2 QS modul -7.5, HSP90 inh -2.0, aSyn UTR inh -168.6, KLF5 inh -81.1, HIF activator 4.9 and HSF-1 act 28.4.
COc1ccc(/C=N/Nc2nccnc2Cl)c(OC)c1 was read as SKKanGAS inh -5.9, IEC-6 cytotox 0.2, HSF1 inh 2.0, AI-2 QS modul 13.4, Platelet DG rel 54.4*, HSP90 inh 2.5, aSyn UTR inh -110.8, KLF5 inh -31.5, HIF activator 2.6 and HSF-1 act 4.7.
Cc1ccc(-c2csc3nc[nH]c(=O)c23)cc1C was read as SKKanGAS inh -2.7, IEC-6 cytotox 1.2, HSF1 inh -0.1, AI-2 QS modul -1.7, Platelet DG rel 20.9, HSP90 inh 2.1, aSyn UTR inh 11.1, KLF5 inh -28.8, HIF activator -0.3 and HSF-1 act 7.6.
For CCSc1ccccc1C(=O)N1CCN(c2ccc([N+](=O)[O-])cc2)CC1 the results were SKKanGAS inh 0.5, IEC-6 cytotox -1.4, HSF1 inh -3.4, AI-2 QS modul 24.1, Platelet DG rel 0.3, HSP90 inh -4.4, aSyn UTR inh 17.1, KLF5 inh 2.2, HIF activator -2.2 and HSF-1 act -15.7.
CC(=O)c1c[nH]c(C(=O)NC2CCCCCC2)c1 was read as SKKanGAS inh -0.1, IEC-6 cytotox 2.5, HSF1 inh -3.4, AI-2 QS modul 2.5, Platelet DG rel 0.1, HSP90 inh -2.9, aSyn UTR inh 21.1, KLF5 inh -22.9, HIF activator -0.2 and HSF-1 act -3.4.
Screening CCCc1ncc(CN2CCC(C(=O)Nc3cccc(-c4cscn4)c3)CC2)cn1 returned SKKanGAS inh 1.0, IEC-6 cytotox 5.3, HSF1 inh 1.3, AI-2 QS modul 10.3, Platelet DG rel -0.6, HSP90 inh -5.3, aSyn UTR inh 22.0, KLF5 inh -5.2, HIF activator -0.6 and HSF-1 act 0.0.
Screening N#Cc1ccc(C23CC4(C2)[C@H](CN(Cc2ccc(-c5ccccc5)cc2)[C@@H]4c2ccccc2)C3c2ccccc2)cc1 (stereo partly specified) returned SKKanGAS inh 6.7, HSF1 inh -5.7, AI-2 QS modul 3.3, Platelet DG rel 0.2, aSyn UTR inh -29.2, HIF activator 0.7 and HSF-1 act -10.6.
Screening Cc1ccc(Cc2cnc(NC(=O)C3=NCCN3)s2)cc1 returned SKKanGAS inh 26.7, IEC-6 cytotox -8.9, HSF1 inh 1.9, AI-2 QS modul 2.5, Platelet DG rel -2.5, HSP90 inh -1.0, aSyn UTR inh -18.2, KLF5 inh -8.1, HIF activator -0.5 and HSF-1 act -6.0.
Screening Cc1cc(C)c(C)c(N=Nc2nc3ccccc3n2C)c1C returned SKKanGAS inh -0.1, IEC-6 cytotox 19.3, HSF1 inh -18.7, AI-2 QS modul 3.7, Platelet DG rel -3.3, HSP90 inh 2.9, aSyn UTR inh -74.8, KLF5 inh -46.1, HIF activator 2.5 and HSF-1 act -1.6.
For CN(C)/C=C1/C=C(C=O)OC1=O the results were SKKanGAS inh 1.4, IEC-6 cytotox -1.2, HSF1 inh -1.5, AI-2 QS modul -0.4, Platelet DG rel -3.2, HSP90 inh 3.8, aSyn UTR inh 13.0, KLF5 inh -6.0, HIF activator -0.3 and HSF-1 act 1.7.
`Cc1nc(-c2cccnc2)sc1C(=O)Nc1ccc(C(F)(F)F)cc1` gave SKKanGAS inh -2.9, IEC-6 cytotox -0.9, HSF1 inh -2.0, AI-2 QS modul 0.7, Platelet DG rel -1.7, HSP90 inh -0.4, aSyn UTR inh -54.4, KLF5 inh -24.5, HIF activator 0.5 and HSF-1 act -20.6.
For O=C(CSc1nc2ccccc2s1)N1c2ccccc2Sc2ccccc21 the results were SKKanGAS inh 16.1, IEC-6 cytotox 1.8, HSF1 inh 9.7, AI-2 QS modul 14.0, Platelet DG rel 1.2, HSP90 inh 1.1, aSyn UTR inh -15.8, KLF5 inh -3.1, HIF activator -0.5 and HSF-1 act 23.8.
COc1ccc(-n2c(C)c(C(=O)O)c3cc(OC)c4ccccc4c32)cc1 was read as SKKanGAS inh 6.2, IEC-6 cytotox -3.5, HSF1 inh 0.0, AI-2 QS modul 18.7, Platelet DG rel 13.5, HSP90 inh -0.1, aSyn UTR inh 18.4, KLF5 inh -35.5, HIF activator -0.7 and HSF-1 act 0.7.
For Cc1csc(=O)n1CC(=O)OCc1nnc(-c2ccccc2)o1 the results were SKKanGAS inh 10.9, HSF1 inh 5.7, AI-2 QS modul 22.6, Platelet DG rel -6.8, aSyn UTR inh -14.4, HIF activator 0.9 and HSF-1 act 13.2.
For CN(C)S(=O)(=O)c1cccc(NC(=S)NC23CC4CC(CC(C4)C2)C3)c1 the results were SKKanGAS inh -7.5, IEC-6 cytotox 6.1, HSF1 inh -1.5, AI-2 QS modul 9.1, Platelet DG rel -0.5, HSP90 inh 2.3, aSyn UTR inh 11.6, KLF5 inh -23.5, HIF activator 1.7 and HSF-1 act 4.8.
COc1ccc(/C=C/C(=O)Nc2ccccc2)cc1OC was read as SKKanGAS inh -8.0, IEC-6 cytotox 0.2, HSF1 inh 28.4, AI-2 QS modul 23.1, Platelet DG rel 5.7, HSP90 inh -1.6, aSyn UTR inh -140.3, KLF5 inh -186.1, HIF activator 5.5 and HSF-1 act 15.7.
`O=c1c2ccccc2nc2n1C(CSc1ccc(F)cc1)CN2` (stereo unspecified) gave SKKanGAS inh -3.3, IEC-6 cytotox -6.0, HSF1 inh 1.0, AI-2 QS modul 22.3, Platelet DG rel 2.8, HSP90 inh -2.3, aSyn UTR inh -20.3, KLF5 inh -19.2, HIF activator 0.0 and HSF-1 act -20.0.
COc1ccc(NC(=O)[C@@H]2CCCN2C(=O)[C@@H]2Cc3ccccc3CN2C(=O)OC(C)(C)C)cc1 was read as SKKanGAS inh -1.1, IEC-6 cytotox 5.5, HSF1 inh -0.6, AI-2 QS modul -7.4, Platelet DG rel 8.2, HSP90 inh 1.2, aSyn UTR inh -19.3, KLF5 inh 2.0, HIF activator -0.3 and HSF-1 act 17.0.
Screening COc1ccc(OCC(=O)N/N=C(\C)c2ccc(OC)cc2)cc1 returned SKKanGAS inh -7.0, IEC-6 cytotox 2.6, HSF1 inh -1.4, AI-2 QS modul 94.3, Platelet DG rel -5.9, HSP90 inh -0.4, aSyn UTR inh 1.3, KLF5 inh -27.8, HIF activator 0.3 and HSF-1 act 15.3.
Screening COc1cc(NC(=O)c2ccc(N)nc2)cc(C(=O)Nc2cccc(C(F)(F)F)c2)c1 returned SKKanGAS inh 4.1, HSF1 inh 9.5, AI-2 QS modul 13.1, Platelet DG rel 10.3, aSyn UTR inh -57.4, HIF activator 1.5 and HSF-1 act 8.8.
`N#CCCn1c(=O)n(CCC#N)c2ccccc21` gave IEC-6 cytotox -2.3, HSF1 inh 9.3, AI-2 QS modul 17.9, Platelet DG rel -0.3, HSP90 inh -0.2, aSyn UTR inh 13.3, KLF5 inh -17.4, HIF activator -0.1 and HSF-1 act 19.3.
`CCN(c1ccccc1)c1nc(=O)c2cccnc2s1` gave SKKanGAS inh 1.9, IEC-6 cytotox 7.6, HSF1 inh -1.4, AI-2 QS modul 24.5, Platelet DG rel -1.8, HSP90 inh 5.2, aSyn UTR inh -46.5, KLF5 inh -25.3, HIF activator -0.6 and HSF-1 act 6.5.
`CC1Cc2ccccc2N1S(=O)(=O)c1cccs1` (stereo unspecified) gave SKKanGAS inh 6.8, IEC-6 cytotox -2.2, HSF1 inh -8.6, AI-2 QS modul 0.6, Platelet DG rel 0.9, HSP90 inh 4.9, aSyn UTR inh -28.0, KLF5 inh -21.7, HIF activator 0.2 and HSF-1 act 14.3.
For CC1(C)N=C(/C=N/O)C=[N+]1[O-] the results were SKKanGAS inh -16.8, IEC-6 cytotox -2.4, HSF1 inh -2.0, AI-2 QS modul 4.7, Platelet DG rel -28.7, HSP90 inh -1.8, aSyn UTR inh -13.7, KLF5 inh -20.2, HIF activator -0.5 and HSF-1 act 5.5.
Screening COc1cc2c(cc1OC)CN(C(=O)c1ccc([N+](=O)[O-])o1)CC2 returned SKKanGAS inh 5.9, IEC-6 cytotox 6.9, HSF1 inh 2.5, AI-2 QS modul 24.9, Platelet DG rel -8.2, HSP90 inh 1.2, aSyn UTR inh -175.0, KLF5 inh -1.9, HIF activator -0.1 and HSF-1 act 6.6.
For COc1ccc(C2C(Oc3ccccc3)C(=O)N2c2ccc(C)c(C)c2)cc1OC (stereo unspecified) the results were SKKanGAS inh -0.7, IEC-6 cytotox 1.4, HSF1 inh 10.4, AI-2 QS modul 4.8, Platelet DG rel -1.9, HSP90 inh 2.3, aSyn UTR inh 26.9, KLF5 inh -16.4, HIF activator -0.1 and HSF-1 act 22.3.

By substructure, those above with a thiophene ring, fused or not
Cc1ccc(-c2csc3nc[nH]c(=O)c23)cc1C was read as SKKanGAS inh -2.7, IEC-6 cytotox 1.2, HSF1 inh -0.1, AI-2 QS modul -1.7, Platelet DG rel 20.9, HSP90 inh 2.1, aSyn UTR inh 11.1, KLF5 inh -28.8, HIF activator -0.3 and HSF-1 act 7.6.
`CC1Cc2ccccc2N1S(=O)(=O)c1cccs1` (stereo unspecified) gave SKKanGAS inh 6.8, IEC-6 cytotox -2.2, HSF1 inh -8.6, AI-2 QS modul 0.6, Platelet DG rel 0.9, HSP90 inh 4.9, aSyn UTR inh -28.0, KLF5 inh -21.7, HIF activator 0.2 and HSF-1 act 14.3.
